D2 antagonist: antagonizes the human D2 dopamine receptor. P14416. HEK293 TREx D2 cells, calcium flux, dopamine EC80. inhibition, % at 10 µM. 2% of 340,000 active; in the data active = inhibition above about 30%; note: 0% is about no effect
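Dopamine at EC80 is the agonist stimulus; test compounds precede it by 180 s. Calcium flux read kinetically in a force-coupled, inducible HEK293 T-REx D2 cell line.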
D2 ag: agonists of human D2 dopamine receptor. activation, % at 2 µM. 0.53% of 340,000 active. AID 485358. P14416. HEK293 T-REx D2 cells, calcium flux agonist mode;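 active = activation over 3 SD above normal in the single-dose calcium agonist read, cut at about 30% in these data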; note: 0% is about no effect
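In this primary screen, compounds producing a positive calcium signal within 180 s of addition to tetracycline-induced, force-coupled HEK293 Trex D2 cells are flagged; cells are dye-loaded with a no-wash calcium kit beforehand.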
TrxR1 inh: rat TrxR1 inhibition; AID 588453; recombinant rTrxR1, NADPH fluorescence consumption, selenite substrate; Potency, µM (doses to about 114 µM), for the others: at the highest dose activity change, negative = inhibition, usual class: inhibitors; 1% of 390,000 active; note: potency is the fitted concentration of half-maximal effect; % is set by controls: 0 for no effect and ±100 for the full control effect; nearly all actives have a fitted effect of over 65% in size
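Rat TrxR1 (90 nM in the dispensed reagent) was pre-reduced with 400 uM NADPH for 5 min at room temperature, then incubated with compound for 15 min. After 400 uM selenite was added, NADPH fluorescence (Ex 340/Em 450 nm) was followed for 8 min.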
TRHR ag: TRH receptor (human) agonism. P34981. TRHR cells, calcium flux fluo-8, FDSS agonist mode. activation, % at 2 µM. 0.18% of 360,000 active; in the data active = activation above about 30%; note: 0% is about no effect
Target sequence (P34981 whole entry, looked up): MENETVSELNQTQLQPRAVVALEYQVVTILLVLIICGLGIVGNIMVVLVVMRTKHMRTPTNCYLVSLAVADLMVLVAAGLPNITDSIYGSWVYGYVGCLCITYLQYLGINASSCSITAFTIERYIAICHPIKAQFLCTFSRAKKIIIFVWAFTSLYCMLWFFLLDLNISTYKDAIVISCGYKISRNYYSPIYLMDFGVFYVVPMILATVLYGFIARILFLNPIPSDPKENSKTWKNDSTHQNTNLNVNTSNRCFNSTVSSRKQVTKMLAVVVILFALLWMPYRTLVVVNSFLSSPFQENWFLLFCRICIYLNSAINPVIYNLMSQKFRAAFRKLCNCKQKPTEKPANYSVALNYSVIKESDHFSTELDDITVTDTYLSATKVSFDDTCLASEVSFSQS
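In this calcium-flux screen, cells bearing human TRHR are dye-loaded with fluo-8, baselined for 10 cycles, then exposed to library compounds; positive kinetic calcium responses during the agonist phase mark hits, with TRH as control.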
TrxR1 substrate: substrates of rat thioredoxin reductase 1; 0.01% of 390,000 active; Potency, µM (doses to about 114 µM), without a hit: at the highest dose activity change, negative = substrate turnover; purified TrxR1 substrate turnover, NADPH consumption readout; O89049; note: potency is the fitted concentration of half-maximal effect; % is set by controls: 0 for no effect and ±100 for the full control effect; nearly all actives have a fitted effect of over 50% in size
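Rat TrxR1, dispensed at 90 nM, was prereduced with 400 uM NADPH (final) for 5 min at ~22 deg C, then incubated with compound 15 min before 400 uM selenite. A first-read NADPH fluorescence drop versus no-compound background flagged substrates.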
mIDH1 inhibitor: blocks human mutant IDH1 R132H enzyme; 0.093% of 390,000 active; Potency, µM (doses to about 76.6 µM), for inactives: at the top dose activity change, negative = inhibition, most hits filed as inhibitors; IDH1-R132H enzyme, NADPH consumption, diaphorase/resazurin fluorescence; note: potency is the fitted concentration of half-maximal effect; % is set by controls: 0 for no effect and ±100 for the full control effect; nearly all actives have a fitted effect of over 65% in size
Target sequence (O75874 whole entry R132H, stated change not applied): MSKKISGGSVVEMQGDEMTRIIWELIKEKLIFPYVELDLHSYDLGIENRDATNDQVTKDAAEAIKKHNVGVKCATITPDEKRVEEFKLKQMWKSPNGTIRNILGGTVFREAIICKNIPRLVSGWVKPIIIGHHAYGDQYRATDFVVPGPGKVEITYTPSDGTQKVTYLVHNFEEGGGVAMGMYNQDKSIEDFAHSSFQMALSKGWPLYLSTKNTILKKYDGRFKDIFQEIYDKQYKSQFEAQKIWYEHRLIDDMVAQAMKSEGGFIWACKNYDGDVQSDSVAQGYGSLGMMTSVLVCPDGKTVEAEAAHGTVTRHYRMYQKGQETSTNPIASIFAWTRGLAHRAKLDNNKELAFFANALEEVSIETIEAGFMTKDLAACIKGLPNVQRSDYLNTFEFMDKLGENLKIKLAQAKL
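IDH1-R132H (0.5 ug/mL dispensed) in pH 7.5 Tris buffer was preincubated 30 min with compound, then given a substrate mix of 0.016 mM NADPH and 2 mM alpha-KG for 80 min at room temperature; remaining NADPH was read by diaphorase/resazurin fluorescence.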
Pin1 inhibitor: inhibitors of human Pin1 | Q13526 | Pin1 FP peptide displacement, HiFluor488, 10 min | Potency, µM (highest dose often 115 µM), inactives show at the highest dose activity, negative = inhibition, actives largely listed as inhibitors | 0.009% of 390,000 active | AID 504891; active = well fitted inhibition curve with a large enough effect in the polarisation, with a control signal flat, not every such curve was filed as active; inconclusive = small, poorly fitted or top-dose-only effect, or effect the other way, or a change in a side signal; inactive = no such curve, though single readings can be large or run the other way; the % refers to the polarisation; note: potency is the fitted concentration of half-maximal effect; % is set by controls: 0 for no effect and ±100 for the full control effect
Target sequence (Q13526 whole entry, looked up): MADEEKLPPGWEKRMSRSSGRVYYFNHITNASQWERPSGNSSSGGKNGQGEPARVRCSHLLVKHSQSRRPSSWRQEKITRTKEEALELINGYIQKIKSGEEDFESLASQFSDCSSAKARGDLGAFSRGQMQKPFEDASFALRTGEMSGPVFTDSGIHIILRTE
USP1-UAF1 inh: inhibitors of human USP1/UAF1 deubiquitinase. O94782. recombinant USP1/UAF1, Ub-Rhodamine cleavage fluorescence. Potency, µM (top dose mostly 57.1 µM), inactives show top-dose activity change, negative = inhibition, usual class: inhibitors. 0.23% of 390,000 active; note: potency is the fitted concentration of half-maximal effect; % is set by controls: 0 for no effect and ±100 for the full control effect; nearly all actives have a fitted effect of over 60% in size; inactives centre near -12
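1 nM enzyme complex + cpd, 15 min RT; start with Ub-Rho 150nM final; kinetic fluorescence ex 480/em 540, 6 reads q60 s. Buffer 50mM HEPES pH 7.8, 0.5mM EDTA, 0.1 mg/ml BSA, 1mM TCEP, 0.01% Tween-20.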
TRHR PAM: TRH receptor (human) allosteric enhancement; P34981; TRHR cells, fluo-8 calcium fluorescence, EC20 TRH enhancement; enhancement, % at 2 µM; 0.66% of 360,000 active; AID 493056; in the data active = enhancement above about 30%; note: 0% is about no effect
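TRHR-expressing cells loaded with fluo-8 calcium dye were read kinetically (ex 480/em 530) during compound addition, then stimulated with an EC20 of TRH (10 nM final). Enhancement of the Gq-mediated intracellular calcium response was scored.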
The depositor's hits bear a star; ? = inconclusive; nt = not tested or not shown; [ ] = another dose, or the depositor's remark. Unless noted, calls come from the whole dose curve; as a rule, active = well fitted inhibition curve with a large enough effect; inconclusive = small, poorly fitted or top-dose-only effect; inactive = no such curve, though single readings can be large or run the other way. This is a subset; the hit share may differ from the screen's.

The opening three entries, to show the layout:
SMILES | D2 antagonist | D2 ag | TrxR1 inh | TRHR ag | TrxR1 substrate | mIDH1 inhibitor | Pin1 inhibitor | USP1-UAF1 inh | TRHR PAM
c1cncc(-c2nc(NCC3CCCO3)c3ccccc3n2)c1 (stereo unspecified) | -1 | -0.4 | 6% | 0.0 | -3% | 5% | 0% | ? | -7
Cc1c(Cl)cccc1NC(=O)CSc1nnc(C)n1CC1CCCO1 (stereo unspecified) | 10 | 0.2 | 13% | 0.5 | 1% | -1% | 0% | -1% | 12
Cc1ccc(NC(=O)c2noc3c2CCCCC3)cc1 | 0 | 0.8 | 9% | 0.3 | 10% | 0% | -1% | -4% | -1

Main list, from the start:
SMILES | D2 antagonist | D2 ag | TrxR1 inh | TRHR ag | TrxR1 substrate | mIDH1 inhibitor | Pin1 inhibitor | USP1-UAF1 inh | TRHR PAM
c1cncc(-c2nc(NCC3CCCO3)c3ccccc3n2)c1 (stereo unspecified) | -1 | -0.4 | 6% | 0.0 | -3% | 5% | 0% | ? | -7
Cc1c(Cl)cccc1NC(=O)CSc1nnc(C)n1CC1CCCO1 (stereo unspecified) | 10 | 0.2 | 13% | 0.5 | 1% | -1% | 0% | -1% | 12
Cc1ccc(NC(=O)c2noc3c2CCCCC3)cc1 | 0 | 0.8 | 9% | 0.3 | 10% | 0% | -1% | -4% | -1
Cc1coc(C)c1C(=O)CC1(O)C(=O)N(CCc2ccccc2)c2ccccc21 (stereo unspecified) | -11 | -2.4 | ? | 0.5 | -8% | 2% | 7% | -12% | 1
CC(O/N=C/c1ccccc1OC(F)F)C(=O)Nc1cccc(S(=O)(=O)N2CCOCC2)c1 (stereo unspecified) | -17 | -0.5 | 4% | -0.1 | -8% | 0% | 0% | -21% | -2
CC1(C)CC(=O)c2c(nn(-c3ccccc3)c2N)C1 | 7 | 0.4 | 31% | -0.2 | 11% | -1% | 0% | -20% | 9
Cc1nc(-c2cc(-c3nc(-c4ccc(C(F)(F)F)cc4)no3)no2)cs1 | -23 | -0.7 | -4%[57.1 µM] | 0.5 | 2%[57.1 µM] | 2% | -5% | -8% | 4
O=C(Nc1cc(C(=O)N2CCN(c3ccccc3O)CC2)ccc1Cl)c1cccs1 | nt | nt | 11% | -0.4 | -5% | 1% | -6% | -2% | -6
Cc1cc(C)c(C(=O)COC(=O)Cn2nc(-c3ccccc3)oc2=O)cc1C | nt | nt | -2% | nt | -1% | 2% | 26% | -20% | nt
O=C(Nc1ccc2c(c1)OCCO2)c1ccc(Br)cc1 | 4 | 0.8 | 0% | -0.6 | -3% | 5% | 0% | -9% | -6
COc1cc(OC)c(OC)cc1CCC(C)NCCC(c1ccccc1)c1ccccc1 (stereo unspecified) | 49* | 50* | 7%[57.1 µM] | 7.0 | 18%[57.1 µM] | 11% | 4% | -25% | -2
CC1CCC(C(C)C)C(OC(=O)Cn2c(-c3ccc(Cl)cc3)[n+](C)c3ccccc32)C1 (stereo unspecified) | -9 | -0.6 | 4% | -0.3 | 6% | 0% | -5% | -13% | -13
Cc1ccc(N(C(=O)CNC(=O)c2ccco2)C(C(=O)NC2CCCC2)c2ccncc2)cc1F (stereo unspecified) | -17 | 0.5 | -1%[57.1 µM] | 1.0 | 7% | -5% | -2% | -14% | 11
COc1ccccc1NC(=O)c1cc(S(=O)(=O)N2CCN(c3ccccc3Cl)CC2)ccc1F | nt | 0.4 | 23%[57.1 µM] | -0.3 | 4%[57.1 µM] | 6% | 5% | -15% | -1
Oc1ccc2[nH]ccc2c1 | -3 | -0.2 | 20% | 0.3 | -6% | 8% | 1% | -2% | -1
CC(Oc1ccc2ccc(=O)oc2c1)C(=O)N1CCOCC1 (stereo unspecified) | 0 | -0.1 | 2%[57.1 µM] | -0.5 | 29%[57.1 µM] | -11% | -8% | -10% | 16
CC1=Nc2cc(C(=O)NCCCOC(C)C)ccc2Sc2ccc(C)cc21 | -4 | -0.9 | -5% | -0.6 | 0% | 4% | 0% | -20% | 3
COc1cc(NC(=O)c2ccc(Br)o2)ccc1NC(=O)C(C)C | 11 | 0.1 | 3% | 0.3 | -5% | 7% | 6% | -23% | 4
CCc1cc(OCCOCCN(C)C)ccc1Cl | -13 | -0.4 | 9% | 0.2 | -1% | 8% | 2% | -9% | -1
COc1ccc(C(CC(=O)c2ccc(O)cc2)S(=O)(=O)c2ccc(C)cc2)cc1 (stereo unspecified) | -30 | 0.5 | 29% | -0.7 | 7% | 7% | 1% | -5% | 1
COc1cc(Br)c(/C=C/c2ccc3cccc(O)c3n2)cc1OC | 7 | -0.9 | -8% | 0.5 | -10% | -1% | 2% | -19% | 12
CC(C(=O)NC1CCCCC1)N1C(=O)c2cccc3cccc1c23 (stereo unspecified) | 2 | 0.1 | 13% | -0.9 | 0% | 17% | -4% | -11% | -8
CCOc1ccc(/C(O)=C2/C(=O)C(=O)N(CCCn3ccnc3)C2c2cccs2)cc1Cl (stereo unspecified) | 13 | 0.1 | -9% | 0.2 | -4% | -2% | 6% | -1% | -2
CC12CCC(=O)C=C1CCC1C3CC(O)C(O)(C(=O)CO)C3(C)CC(O)C12F (stereo unspecified) | nt | nt | 11%[57.1 µM] | nt | 7% | -11% | -3% | -15% | nt
O=C(Nc1nnc(C2CCCCC2)s1)c1cccs1 | -5 | 0.9 | 22% | 1.8 | -3% | 9% | 11% | -10% | 3

Reformatted as comma-separated lines: part of the list above.
Compound,D2 antagonist,D2 ag,TrxR1 inh,TRHR ag,TrxR1 substrate,mIDH1 inhibitor,Pin1 inhibitor,USP1-UAF1 inh,TRHR PAM
CCc1cc(OCCOCCN(C)C)ccc1Cl,-13,-0.4,9%,0.2,-1%,8%,2%,-9%,-1
COc1ccc(C(CC(=O)c2ccc(O)cc2)S(=O)(=O)c2ccc(C)cc2)cc1 (stereo unspecified),-30,0.5,29%,-0.7,7%,7%,1%,-5%,1

(list continues)
SMILES | D2 antagonist | D2 ag | TrxR1 inh | TRHR ag | TrxR1 substrate | mIDH1 inhibitor | Pin1 inhibitor | USP1-UAF1 inh | TRHR PAM
O=C(N1CCNCC1)N1CCOCC1 | 0 | 0.8 | nt | 1.1 | nt | nt | nt | nt | -5
CN(CC(=O)N1CCCC1)S(=O)(=O)c1cc(Cl)ccc1Cl | -8 | 1.3 | 32% | -1.7 | 9% | -1% | -2% | -1% | 3
COc1ccc(S(=O)(=O)N(C)C)cc1NC(C)C(=O)Nc1cccc(C#N)c1 (stereo unspecified) | 10 | 1.7 | 17%[57.1 µM] | -0.3 | 6%[57.1 µM] | -1% | -2% | 1% | -5
COc1ccc(-c2csc(NC(=O)c3ccccc3S(C)(=O)=O)n2)cc1 | -10 | 0.8 | 10%[57.1 µM] | -0.4 | -8%[57.1 µM] | -1% | 5% | 1% | 3
CN(C)c1cccc2c1C(=O)c1ccccc1C2=O | 14 | -0.9 | -12% | -0.8 | -14% | 10% | 4% | -8% | -2
O=C(COC(=O)/C=C/c1ccccc1)NC(=O)NCc1ccccc1 | -9 | -0.7 | 8% | 0.2 | -3% | 9% | 7% | -12% | 6
CCc1noc(C)c1C(=O)Nc1cccc2ncccc12 | 3 | 0.9 | 20% | 0.9 | 3% | -4% | 0% | -8% | 12
COc1ccc(SCc2cc(=O)c3ccc(C)c(C)c3[nH]2)cc1 | nt | 0.7 | 16%[57.1 µM] | -0.2 | 0%[57.1 µM] | -1% | 12% | -9% | -4
COc1ccc(Br)c2c1-c1nc(NC(=O)c3cccc(C)c3)sc1C2 | nt | 0.3 | ? | 0.5 | -5% | -5% | 1% | ? | -10
COC(=O)c1cc2ccsc2n1Cc1cccc(F)c1 | nt | nt | 36% | -0.1 | 3% | 6% | -13% | -15% | 24
N#Cc1ccccc1NC(=O)CN1C(=O)NC2(CCCC2)C1=O | -11 | 0.4 | 15% | 0.7 | 3% | 4% | 0% | -6% | 4
O=C(NC1(C(F)(F)F)N=C(c2ccccc2)NC1=O)c1ccc(Cl)cc1Cl (stereo unspecified) | -10 | 0.5 | 9% | -0.6 | 14% | 6% | -1% | -21% | -5
COc1ccc(C(C)(C)C)cc1NC(=O)C1=CC=CN2CCS(=O)(=O)N=C12 | nt | nt | 7% | nt | -2% | 9% | 0% | -20% | nt
Cc1noc(C)c1C(=O)OCC(=O)c1cc(C)n(Cc2ccccc2Cl)c1C | -4 | 0.4 | -8% | -0.3 | -4% | 5% | 31%[activator] | -22% | -5
COc1ccc(OC)c(C2=NNC(=NCc3ccc4c(c3)OCO4)SC2)c1 | -6 | -1.0 | 9%[57.1 µM] | -0.7 | 7%[57.1 µM] | -5% | 15% | -25% | 3
COc1ccc(C(=O)c2c(N)c(-c3nc(-c4ccccc4)cs3)c3ccccn23)cc1 | nt | 0.4 | -4% | 0.6 | -7% | nt | 46%[activator] | -19% | -2
COCCCNCCCCOc1ccc(Br)cc1C | 28 | 1.4 | 25%[57.1 µM] | 1.4 | 14%[57.1 µM] | 12% | 0% | -19% | 1
CCOC(=O)Cc1c(C)nc(-c2ccccc2)[nH]c1=O | 4 | 1.2 | -5% | 0.8 | -4% | 4% | -23% | 0% | -3
CC(C)CC(NC(=O)C(CC(C)C)NC(=O)OC(C)(C)C)C(N)=O (stereo unspecified) | -10 | -1.2 | -8% | -0.6 | -5% | 0% | 1% | -2% | 4
Oc1ccccc1C1=NCCNC(C(F)(F)F)=C1 | 12 | 0.7 | -15% | 0.3 | -10% | -10% | -2% | -5% | -2
Cc1nnc(NC(=O)Cn2cnc3c2c(=O)n(C)c(=O)n3C)s1 | 12 | 1.5 | 9% | 0.3 | 1% | 15% | 8% | -8% | -4
Cc1nn(-c2ccccc2)c(C)c1C(=O)OCC(=O)N1CCN(S(=O)(=O)c2ccccc2)CC1 | 22 | -0.2 | 12% | -0.7 | -2% | 1% | -1% | -19% | -3
CSc1cccc(NC(=O)CSc2ccccc2)c1 | 1 | 0.3 | -16% | 0.0 | -14% | 3% | -4% | -18% | -10
O=C(CSc1nnc(-c2cccnc2)o1)NNC(=O)c1ccc(Br)cc1 | 4 | 0.0 | 23% | 0.1 | 2% | -8% | -14% | -18% | -7

From PubChem
